SKKanGAS inh = S. pyogenes SKKanGAS growth inhibitors in kanamycin, primary screen, streptokinase expression inhibitor project, SKKanGAS strain, BacTiter-Glo luminescence | 6 h | inhibition, % at 7.5 µM | actives 1.3% (n = 300,000) | AID 1662, 2009;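 active = mean replicate score, as percent of positive control median, at least 50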;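 note: strain carries kanamycin resistance gene driven by streptokinase promoter and grows in 40 µg/ml kanamycin; loss of luminescence reflects streptokinase promoter inhibition or plain growth inhibition; 0% = median of DMSO wells and 100% = positive control at its reference dose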
HSP90 inh = HSP90 inhibitors, primary screen, cell lysate, luminescence; Heat shock protein HSP 90 (rabbit reticulocyte lysate; luciferase refolding); Rabbit reticulocyte lysate, luciferase refolding luminescence, 3 h; inhibition, % at 5.6 µM; actives 0.91% (n = 290,000); AID 1789, 2009;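 active = inhibition above the screen-wide mean plus 3 SD, computed separately per campaign, cut at about 16% in these data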;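 note: 0% = DMSO wells and 100% = 60 µM geldanamycin wells; inhibitors lower the luminescence because luciferase stays unfolded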
HIF activator = HIF pathway transcriptional activators, primary screen, cell-based, U2OS HRE-luciferase, luminescence. U2OS HRE-luciferase reporter; normalized: DMSO 0%, desferrioxamine 100%. activation, % at 7.5 µM (by protocol). actives 0.32% (n = 300,000);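 active = mean activation of at least 10% of the iron chelator positive control signal, with at least half of replicates also reaching 10%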
IEC-6 cytotox = cytotoxicity in IEC-6 intestinal epithelial cells, primary screen, cytotoxicity control for KLF5 inhibitor project, cell-based, luminescence; actives 0.78% (n = 290,000); IEC-6 cytotoxicity, luminescence viability; inhibition, % at 5 µM; in the data active = inhibition above about 22%;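 note: 0% = plate median of test compound wells and 100% = cytotoxic reference compound wells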
aSyn 5UTR inh = MLPCN primary screen, SNCA 5' untranslated region | alpha-synuclein 5'UTR reporter, inhibitor activity | inhibition, % (tested at 7.5 µM) | actives 0.82% (n = 300,000); in the data active = inhibition above about 60%;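 note: H4 neuroglioblastoma cells stably carrying SNCA 5'UTR luciferase fusion; 0% = DMSO wells and 100% = positive control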
HSF-1 act = HSF-1 activators, primary screen, NIH3T3-HGL cells, MG132 stress, luminescence, single point; actives 1.7% (n = 300,000); NIH3T3-HGL HSF-1 luciferase reporter, 8 h; 100% = twice DMSO control signal; activation, % at 9 µM; AID 504408, 2011;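 active = mean replicate activation of at least 50% with a set share of replicates each reaching 50%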;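 note: 0% = median of the neutral control wells and 100% = twice that signal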
Platelet DG rel = inhibitors of platelet dense granule secretion, primary screen, cell-based, MLPCN, human platelets; inhibition, %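 (compounds screened at 7.5 µM in platelet-rich plasma)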; actives 0.22% (n = 300,000); human platelet-rich plasma, SFLLRN dense granule ATP release, luminescence;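 active = mean replicate score, as percent of positive control, at or above 50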
HSF1 inh = HSF1 inhibitors in luciferase reporter cells, primary screen, cell-based, NIH3T3, luminescence | activity change, negative = inhibition, % at 7.5 µM (by protocol) | AID 2098, 2009 | NIH3T3-HGL HSE-luciferase, MG132-induced, luminescence 8 h; stronger effect = lower value | actives 0.77% (n = 300,000);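 active = more than half of replicate wells show activity change below -50%, luminescence cut by over half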;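 note: luciferase reports HSF-1 transcriptional activity via heat shock element; 0% = median of DMSO wells and -100% = zero luminescence signal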
KLF5 inhibitor = KLF5 expression inhibitors, primary screen, DLD-1 cells, luminescence; DLD-1 KLF5 promoter-luciferase reporter; inhibition, % at 5 µM; AID 1700, 2009; actives 0.23% (n = 290,000);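 active = inhibition above a per-plate limit of that plate's mean compound inhibition plus 3 SD, cut at about 60% in these data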;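 note: 0% = DMSO wells and 100% = LY294002 at 200 µM; higher means less KLF5 promoter-driven luciferase light; inactives centre near -14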
AI-2 QS modul = Vibrio harveyi AI-2 quorum sensing modulators, primary screen, JMH597 strain, luminescence/OD600 ratio; activity change, % at 7.5 µM; Vibrio harveyi JMH597 AI-2 luminescence/OD600 ratio, 9 h; stronger effect = lower value; strain lacks LuxN and CqsS sensors; 0 = neutral-control median; AID 2094, 2009; actives 0.4% (n = 300,000); in the data active = activity change below about -75%, passing the limit was not always enough;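 note: luminescence divided by OD600 gain over 9 h not by final OD600 alone; inactives centre near 13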
* = called active by the depositor; · = not tested or not shown. Compounds as they come; overall some 6% were active at least once.

Each structure is followed by: SKKanGAS inh, HSP90 inh, HIF activator, IEC-6 cytotox, aSyn 5UTR inh, HSF-1 act, Platelet DG rel, HSF1 inh, KLF5 inhibitor, AI-2 QS modul
CCn1c(/C=C/Nc2ccccc2)[n+](CC)c2ccc(C(=O)OCC(F)(F)F)cc21
  3, -1, -1.0, 4, 1, 1, 19, -5, 1, 31
O=c1c2ccccc2ncn1CCOCCOc1ccc([N+](=O)[O-])cc1
  -2, -3, -0.9, 4, 10, 0, -3, 1, -2, -5
Cc1ccc(NC(=O)CSc2ncccc2C(=O)Oc2cccc([N+](=O)[O-])c2)cc1Cl
  8, 2, 1.1, 0, -157, 82*, 8, 32, -17, 6
O=c1c(-c2ccccc2)cnc2n1CCS2
  1, -2, 0.3, -6, 13, -5, 0, -1, -9, 12
N[C@@H](Cc1ccccc1)C(=O)N1CCOCC1
  -2, ·, 1.0, ·, 5, -20, 7, -5, ·, -4
O=C(c1cccc2cccc(O)c12)N1CCCCC1
  -1, -3, -0.4, 2, 6, 8, ·, -1, -17, 20
O=C(Nc1ccccc1Cl)O/N=C/c1ccncc1
  -13, -2, 0.0, 0, -6, -13, -7, -2, -19, 8
Cc1cc(C)cc(NC(=O)CN2CCN(c3ncccn3)CC2)c1
  -2, 2, 0.2, -2, -18, 10, 4, 2, -48, -5
O=C(NCc1ccccc1)C1=C[C@H](C2CC2)C[C@H](OCCCCO)O1
  2, 1, -0.2, -3, 1, 9, -1, 5, -7, 11
CCN(c1ccc(NC(=O)COC(=O)c2ccc3ccccc3n2)cc1)C(C)C
  -5, 1, 0.1, 2, -58, -2, 10, -8, 1, 18
CC1CCCN(C(=O)Cc2ccc(F)cc2)C1 (stereo not given)
  -5, 0, 0.0, -2, -5, 7, 6, 0, -28, 15
CCOc1ccccc1C1C(C(N)=O)=C(C)Nc2nc(-c3cccc(C)c3)nn21 (stereo not given)
  -1, 0, -0.3, -4, 32, 3, 1, 10, 15, 18
O=C1c2ccc3c4c(ccc(c24)C(=O)N1c1cccc(O)c1)C(=O)N(c1cccc(O)c1)C3=O
  65*, 8, -1.4, 14, 68*, 17, 7, 13, 0, 15
CCOc1cc(NC(=S)NCCCN2CCOCC2)c(OCC)cc1NC(=O)c1ccc(C)cc1
  1, 6, 0.2, 0, -18, 19, 1, -3, 1, 8
CCCCc1cc(=O)oc2cc(OCC(=O)NCc3ccccn3)ccc12
  -2, -3, -0.2, -6, -3, 9, -1, -2, -10, ·
CCN(CC)CCCN1C(=O)C(O)=C(C(C)=O)C1c1cccc(OC)c1 (stereo not given)
  -4, 0, -1.0, -5, -14, -6, 0, -5, 20, 24
CCCCS(=O)(=O)N1CCC(C(=O)NCC2CCCO2)CC1 (stereo not given)
  0, -8, -16, 4, -23, -13, 1, -9, -25, 10
O=C(O)c1cnn2c1C(=O)N(Cc1cccs1)CC2
  ·, -1, 0.0, -5, -1, 4, 1, -6, 2, 21
CCOC(=O)C1(Cc2ccccc2C)CCCN(C(=O)c2ccccn2)C1 (stereo not given)
  -3, 4, 2.8, -4, -48, 35, -2, 0, -39, 23
O=C(Cc1ccc(Cl)c(Cl)c1)N/N=C/c1cccnc1
  -1, -1, -0.2, 0, 12, -5, 2, 2, -29, 24

For convenience, some entries already given.
Each structure is followed by: SKKanGAS inh, HSP90 inh, HIF activator, IEC-6 cytotox, aSyn 5UTR inh, HSF-1 act, Platelet DG rel, HSF1 inh, KLF5 inhibitor, AI-2 QS modul
CCn1c(/C=C/Nc2ccccc2)[n+](CC)c2ccc(C(=O)OCC(F)(F)F)cc21
  3, -1, -1.0, 4, 1, 1, 19, -5, 1, 31
O=c1c2ccccc2ncn1CCOCCOc1ccc([N+](=O)[O-])cc1
  -2, -3, -0.9, 4, 10, 0, -3, 1, -2, -5
Cc1ccc(NC(=O)CSc2ncccc2C(=O)Oc2cccc([N+](=O)[O-])c2)cc1Cl
  8, 2, 1.1, 0, -157, 82*, 8, 32, -17, 6

Back to the main list, starting 4 compounds before the break.
Each structure is followed by: SKKanGAS inh, HSP90 inh, HIF activator, IEC-6 cytotox, aSyn 5UTR inh, HSF-1 act, Platelet DG rel, HSF1 inh, KLF5 inhibitor, AI-2 QS modul
CCCCS(=O)(=O)N1CCC(C(=O)NCC2CCCO2)CC1 (stereo not given)
  0, -8, -16, 4, -23, -13, 1, -9, -25, 10
O=C(O)c1cnn2c1C(=O)N(Cc1cccs1)CC2
  ·, -1, 0.0, -5, -1, 4, 1, -6, 2, 21
CCOC(=O)C1(Cc2ccccc2C)CCCN(C(=O)c2ccccn2)C1 (stereo not given)
  -3, 4, 2.8, -4, -48, 35, -2, 0, -39, 23
O=C(Cc1ccc(Cl)c(Cl)c1)N/N=C/c1cccnc1
  -1, -1, -0.2, 0, 12, -5, 2, 2, -29, 24
CC(C)c1ccc(CN(C)CC(O)c2ccccc2)cc1 (stereo not given)
  -3, 3, 0.7, 2, 12, 4, -8, 2, -17, 10
Cc1noc(C)c1S(=O)(=O)NC1CCN(Cc2ccccc2)CC1
  -1, ·, 0.3, ·, -8, -6, 1, 1, ·, 20
O=[N+]([O-])c1ccc2[nH]ncc2c1
  -2, -6, 0.1, 4, -32, -9, -3, -2, 11, 6
O=C(Nc1ccccc1C(=O)NCc1ccccc1)c1ccco1
  8, 2, 0.0, 0, 13, -6, -3, -9, -43, 4
O=C(Nc1c(C(=O)N2CCCCC2)cnn1-c1ccccc1)c1ccccc1F
  7, -7, -0.3, -7, -2, 3, -2, -7, -6, 11
COc1ccc(C2NN=C(c3ccc(C)cc3)S2)cc1OC (stereo not given)
  4, -5, 2.4, 6, -144, 36, 19, 17, -117, 9
CCOC(=O)COc1ccc(-c2nnc(-c3ccccc3)o2)cc1
  1, -1, -0.5, -2, -17, -20, 10, -12, -15, 28
CN(C)c1ccc(CN(C(=O)C2COc3ccccc3O2)C2CCS(=O)(=O)C2)cc1 (stereo not given)
  2, -2, 0.2, 6, 2, 1, -4, -15, -25, 21
Cc1cc(NC(=O)c2ccccc2F)ncc1NC(=O)c1cccs1
  4, 3, 0.6, 0, -63, 11, 1, 10, -52, 15
O=C(CCn1nc(-c2ccccc2)ccc1=O)N1CCN(c2ccccc2)CC1
  7, -1, -35, -10, 10, -4, -23, 0, -21, 13
CNc1nnc(-c2cc3ccccc3oc2=O)s1
  4, -6, 1.4, -2, -78, 30, 2, 28, -90, 22
Cc1ccc(CN2CCNC(=O)C2CC(=O)NC2CCCCCC2)o1 (stereo not given)
  -14, -1, -0.1, 0, -8, -4, 1, -3, -23, 15
Cn1ccc(C(=O)N/N=C/c2cccnc2)n1
  -9, -3, -3.4, 5, -3, 11, -4, 17, 18, ·
Cc1cc(C)n(-c2cc(N3CCN(C(=O)c4ccccc4C)CC3)ccc2[N+](=O)[O-])n1
  -2, -3, 0.6, -4, 17, -4, -4, -8, -10, 13
Cn1c(=O)n(C)c2cc(S(=O)(=O)N3CCCc4ccccc43)ccc21
  -4, 1, 0.0, 0, 4, -2, 11, -3, -16, 23
CC(=O)Nc1ccc(S(=O)(=O)NNC(=O)COc2cc(C)ccc2C(C)C)cc1
  2, 2, ·, 0, ·, ·, ·, ·, 10, 12
Cc1ccc(S(=O)(=O)N2C(=O)c3cccc4cccc2c34)cc1
  -8, 1, -0.2, -3, 11, -2, -8, -3, -35, 25
Cc1c(Br)c(C(F)(F)F)nn1CC(=O)N(C)C1CCCCC1
  -1, -4, 0.9, -7, 1, 2, 1, -10, -10, 12
Cc1ccc(S(=O)(=O)N2CCCC(C(=O)N3CCN(c4ccccc4)CC3)C2)cc1 (stereo not given)
  -12, -1, 0.3, 3, 8, 10, -1, -1, -4, 16
CC(=O)c1ccc(-n2nnnc2SCC(=O)Nc2cccc(NC(=O)c3ccco3)c2)cc1
  -5, -3, 0.1, -3, -12, -4, -1, 4, -13, 22
C=CCn1c(SCC(=O)c2cc(C)n(C)c2C)nnc1-c1ccncc1
  -6, 3, -0.3, 10, -1, 7, -2, -5, -15, 2
CCOc1ccc2nc(SCC(=O)Nc3cccc(S(=O)(=O)NC4=NCCCCC4)c3)[nH]c2c1
  -3, 2, 0.8, 4, 12, -13, 6, 3, -31, 22
Cc1cc2c(=O)[nH]c(Cc3ccccc3)nc2s1
  2, -1, 0.1, 2, 16, 0, -2, -7, -40, 13
CCOc1ncccc1C(=O)OCc1ccc(C#N)cc1
  -5, 1, 0.2, 5, 6, -1, -8, -1, -28, 11
O=C(CSc1nnc(CNC(=O)C23CC4CC(CC(C4)C2)C3)n1-c1ccc(F)cc1)Nc1ccccc1
  5, -2, -0.1, -1, 47, -2, 2, 0, -10, 21
COc1cc(OC)cc(-c2nnc(SCc3c(F)cccc3Cl)o2)c1
  -18, 1, 2.2, -4, -101, 12, 4, 6, -126, 32
Cc1csc(SCC(=O)Nc2sccc2C#N)n1
  5, 17*, -1.4, -6, -25, 48, 4, 9, -90, 0
CCOc1cc(C(=O)Nc2ccc3c(c2)OCO3)ccc1OC(F)F
  11, 0, 2.2, 0, -3, 9, 12, 0, -33, 8
O=C(CCl)NCc1c(Cl)cccc1-n1cccc1
  -1, 0, -0.7, -5, -32, 3, -1, -1, -41, 77
CC(C)CNS(=O)(=O)c1ccc(S(=O)(=O)N2CCN(CCC#N)CC2)cc1
  1, -4, -0.2, -3, 11, 1, 6, -5, -25, 27
Cc1ccc(N2CCN(/N=C/c3ccccc3[N+](=O)[O-])CC2)cc1
  -10, -2, -0.4, 3, -6, 22, -15, 10, -10, 24
Cc1cccc(NC(=O)Cn2cnc3c(cnn3-c3ccc(F)cc3)c2=O)c1C
  -4, 3, -0.4, 5, 6, -5, 21, -2, -3, 20
COc1cccc(-c2nc(N3CCCC3)c3ccccc3n2)c1O
  1, 3, 1.0, 4, -19, 1, -4, -4, -32, 4
CCOc1ccccc1N1CC(C(=O)Nc2cc(S(C)(=O)=O)ccc2Cl)CC1=O (stereo not given)
  -21, ·, 1.0, ·, 7, 5, 1, 4, ·, -1
Cc1ccc(NC(=O)c2cccc3c2C(=O)N(C2CCCCC2)C3)c(C)c1
  5, 3, -0.1, 9, 30, 1, -14, -7, -2, -3
Cc1cc(NC(=O)CCN2CCN(CCO)CC2)ccc1Br
  -4, -2, -0.3, -9, 8, -4, 11, 2, -27, 36

Source: PubChem
